From PubChem
M5 ag: agonists of human muscarinic M5 receptor (CHRM5). P08912. CHO-K1 hM5 cells, Fluo-8 calcium fluorescence; 0% DMSO wells, 100% maximal acetylcholine response. activation, % at 3 µM. 0.19% of 360,000 active;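 active = activation above the run's mean over test compounds plus 3 SD, cut at about 23% in these data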;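 also: signal is peak over basal fluorescence ratio across the kinetic read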
Target sequence (P08912 whole entry, looked up): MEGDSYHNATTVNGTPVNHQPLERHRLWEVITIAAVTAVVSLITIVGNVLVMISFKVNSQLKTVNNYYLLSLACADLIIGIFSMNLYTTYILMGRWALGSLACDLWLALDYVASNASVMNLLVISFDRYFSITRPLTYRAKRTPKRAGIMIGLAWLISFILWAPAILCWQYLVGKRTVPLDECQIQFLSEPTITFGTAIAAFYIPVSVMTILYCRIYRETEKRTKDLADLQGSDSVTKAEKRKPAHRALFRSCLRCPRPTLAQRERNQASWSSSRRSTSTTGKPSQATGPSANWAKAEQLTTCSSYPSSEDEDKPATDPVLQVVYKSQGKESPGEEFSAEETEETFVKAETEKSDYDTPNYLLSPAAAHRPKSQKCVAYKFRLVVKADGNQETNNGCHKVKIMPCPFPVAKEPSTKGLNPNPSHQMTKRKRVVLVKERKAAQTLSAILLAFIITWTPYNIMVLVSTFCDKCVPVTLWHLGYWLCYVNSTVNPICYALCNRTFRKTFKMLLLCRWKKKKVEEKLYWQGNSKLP
CHRM4 antagonist: CHRM4 antagonism in calcium assay; CHO-hM4 cells, ACh EC80, Fluo-8 calcium fluorescence; inhibition, % at 3 µM; P08173; 0.73% of 360,000 active;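 active = inhibition above its plate's cutoff, the mean inhibition of sample wells plus 3 SD, cut at about 27% in these data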;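 also: 0% = acetylcholine EC80 with DMSO and 100% = DMSO without agonist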
Target sequence (P08173 whole entry, looked up): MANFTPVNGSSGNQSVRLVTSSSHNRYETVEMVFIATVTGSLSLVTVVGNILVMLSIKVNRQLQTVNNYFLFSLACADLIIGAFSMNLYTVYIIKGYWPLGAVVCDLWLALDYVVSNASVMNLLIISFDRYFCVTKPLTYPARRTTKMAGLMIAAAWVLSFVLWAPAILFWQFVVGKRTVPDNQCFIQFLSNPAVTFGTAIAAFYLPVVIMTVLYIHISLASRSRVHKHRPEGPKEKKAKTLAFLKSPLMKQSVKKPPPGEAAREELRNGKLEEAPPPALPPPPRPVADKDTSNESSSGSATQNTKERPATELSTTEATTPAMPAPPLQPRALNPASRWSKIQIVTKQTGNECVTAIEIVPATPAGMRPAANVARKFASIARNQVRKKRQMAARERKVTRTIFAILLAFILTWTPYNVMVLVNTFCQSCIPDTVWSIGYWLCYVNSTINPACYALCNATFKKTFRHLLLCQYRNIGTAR
M1 PAM parental: M1 PAM counterscreen hit in parental CHO-K1 cells; ATP EC20, Fluo-8 calcium fluorescence; 0% at ATP EC20, 100% at ATP max; activation, % at 3 µM; 0.02% of 360,000 active; AID 602247;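 active = activation above the run cutoff, the mean activation of all test compounds plus 3 SD, cut at about 40% in these data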;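 also: peak over basal fluorescence ratio in a 140 s read after ATP addition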
M1 ag parental: M1 agonist counterscreen hit in parental CHO-K1 cells | Fluo-8 calcium fluorescence; scaled to maximal ATP response, vehicle zero | activation, % at 3 µM | 0.48% of 360,000 active; in the data active = activation above about 15%;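 also: untransfected CHO-K1 host cells lacking M1 receptor as counterscreen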
CHO-K1 Ca antag: counter-screen for M1 antagonists: effect in parental CHO-K1 cells | ATP-induced calcium, Fluo-8 fluorescence | inhibition, % at 3 µM | 0.6% of 360,000 active | AID 602250;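 active = inhibition above a per-plate cutoff, the plate's mean sample inhibition plus 3 SD, cut at about 24% in these data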;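 also: 0% = DMSO plus EC80 ATP and 100% = DMSO alone without ATP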
CHRM5 PAM: positive allosteric modulators of human muscarinic M5 receptor. P08912. CHO-K1 hM5, Fluo-8 calcium, ACh EC20 PAM; 0% = ACh EC20, 100% = ACh EC100. activation, % at 3 µM. 0.3% of 360,000 active. AID 624038;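 active = activation above the run cutoff, the mean activation of all test compounds plus 3 SD, cut at about 18% in these data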
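Assay system: CHO-K1 hM5 cells. Also added: acetylcholine at EC20 concentration, added after compound. Dosing: 3 µM, single dose. Times: compound preincubation 140 s before EC20 acetylcholine addition. Signal: Fluo-8 calcium fluorescence. Measure: % activation relative to EC20 and EC100 ACh responses. Repeats: singlicate, one well per test compound.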
M4 ag: agonists of human muscarinic M4 receptor (CHRM4); P08173; CHO-K1 hM4/Gqi5, Fluo-8 calcium fluorescence; vehicle 0%, full acetylcholine response 100%; activation, % at 3 µM; 0.14% of 360,000 active; AID 624127;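 active = activation above the run mean over all test wells plus 3 SD, cut at about 32% in these data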;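 also: peak over basal fluorescence ratio per well then scaled between controls; 0% = DMSO wells and 100% = acetylcholine at EC100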
M5 antag: blocks acetylcholine activation of human M5 receptor; P08912; CHO-hM5 cells, Fluo-8 calcium fluorescence, ACh EC80; inhibition, % at 3 µM; 0.59% of 360,000 active; AID 624040;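 active = inhibition above a per-plate cutoff, the mean of that plate's test compounds plus 3 SD, cut at about 27% in these data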;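 also: 0% = acetylcholine EC80 with DMSO and 100% = DMSO without agonist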
CHRM4 PAM: positive allosteric modulators of human muscarinic M4 receptor; P08173; CHO-K1 hM4/Gqi5, Fluo-8 calcium fluorescence, ACh EC20; 0% = ACh EC20, 100% = maximal ACh; activation, % at 3 µM; 0.4% of 360,000 active; AID 624126;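 active = activation above its plate's cutoff, the mean activation of sample wells plus 3 SD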; also: some results filed as inactive read as strong as hits
Starred values were filed as active, the others as inactive.

SMILES | M5 ag | CHRM4 antagonist | M1 PAM parental | M1 ag parental | CHO-K1 Ca antag | CHRM5 PAM | M4 ag | M5 antag | CHRM4 PAM
Cc1cc(C)n(CCNC(=O)c2ccc3c(c2)OCO3)n1 | -2 | -3 | 6 | 1.3 | -13 | 10 | 0 | -2 | -1
COCCN(C(=O)COC(=O)CCc1ccccc1)c1c(N)n(Cc2ccccc2)c(=O)[nH]c1=O | 1 | -3 | -16 | 0.1 | 1 | 1 | 0 | 2 | 5
O=C(O)c1ccccc1Nc1ccnc(C(F)(F)F)c1 | 1 | 3 | 9 | 5.2 | -1 | -12 | 19 | 11 | -9
COc1ccc(C2C(C(C)=O)=C(O)C(=O)N2CCO)c(OC)c1 (centres undefined) | -2 | 0 | 18 | 0.6 | -14 | -1 | 0 | 3 | 5
COc1ccc(C(=O)c2cnc(/N=C/N(C)C)s2)cc1 | 2 | 6 | -8 | -0.1 | 33* | 4 | 1 | -6 | 8
Cn1c(=O)oc2cc(S(=O)(=O)Nc3ccc(Cl)cc3F)ccc21 | 1 | 5 | 14 | 0.2 | 0 | -5 | 0 | 3 | -6
Nc1ccc(Cl)c(S(=O)(=O)Nc2ccc(Cl)cc2)c1 | -2 | -6 | -3 | 1.1 | -3 | 3 | 2 | 4 | 0
O=C(C1CCCN(Cc2ccc(Br)cc2)C1)N1CCCCC1 (centres undefined) | -3 | 6 | 13 | 5.9 | 6 | -16 | 19 | 18 | -14
COc1ccc(-c2cc(N)n(S(=O)(=O)Cc3ccccc3)n2)c(OC)c1 | 0 | -16 | 8 | 0.6 | -6 | 2 | 2 | -4 | 5
S=C(Nc1ccccc1Cl)N1CCOCC1 | 1 | 1 | 23 | 0.5 | -5 | -1 | 1 | 1 | 11
CC(C)c1ccc(C(O)c2nc3ccccc3n2C)cc1 (centres undefined) | 2 | -8 | -14 | 2.1 | -1 | 3 | 4 | -2 | -8
O=C(COc1ccc(Br)cc1F)NC1CCN(Cc2ccccc2)CC1 | -5 | 3 | 24 | 1.0 | -12 | 1 | 1 | -1 | 2

Two records picked at random from the list so far, as already listed:
SMILES | M5 ag | CHRM4 antagonist | M1 PAM parental | M1 ag parental | CHO-K1 Ca antag | CHRM5 PAM | M4 ag | M5 antag | CHRM4 PAM
Nc1ccc(Cl)c(S(=O)(=O)Nc2ccc(Cl)cc2)c1 | -2 | -6 | -3 | 1.1 | -3 | 3 | 2 | 4 | 0
O=C(COc1ccc(Br)cc1F)NC1CCN(Cc2ccccc2)CC1 | -5 | 3 | 24 | 1.0 | -12 | 1 | 1 | -1 | 2

Structures shown so far that contain bromine:
SMILES | M5 ag | CHRM4 antagonist | M1 PAM parental | M1 ag parental | CHO-K1 Ca antag | CHRM5 PAM | M4 ag | M5 antag | CHRM4 PAM
O=C(C1CCCN(Cc2ccc(Br)cc2)C1)N1CCCCC1 (centres undefined) | -3 | 6 | 13 | 5.9 | 6 | -16 | 19 | 18 | -14
O=C(COc1ccc(Br)cc1F)NC1CCN(Cc2ccccc2)CC1 | -5 | 3 | 24 | 1.0 | -12 | 1 | 1 | -1 | 2

(cont.)
SMILES | M5 ag | CHRM4 antagonist | M1 PAM parental | M1 ag parental | CHO-K1 Ca antag | CHRM5 PAM | M4 ag | M5 antag | CHRM4 PAM
Cc1ccccc1S(=O)(=O)NC(=O)C1(C)CCN1C(=O)C1(c2ccccc2)CCCC1 (centres undefined) | 2 | -5 | 4 | 0.0 | 11 | -1 | 0 | -2 | 2
COc1ccc(CNC(=O)C2CCN(C(=O)c3csc(Nc4ccc(C)cc4)n3)CC2)cc1 | 4 | -10 | -14 | 2.8 | 14 | -14 | 13 | 23 | -8
Cc1ccc2nc(SCC(=O)Nc3ccc4sc(C)nc4c3)c(C#N)cc2c1 | 1 | -1 | 14 | 0.1 | -7 | 1 | 0 | -2 | 3
Cc1nc2c(C(=O)N3CCOCC3)cnn2c(C)c1Cc1ccc(Cl)cc1 | 5 | 5 | 7 | 1.6 | -2 | -11 | 3 | -2 | 3
O=C(NN1CCOCC1)c1ccc(F)cc1 | -4 | 0 | 5 | 0.8 | -6 | -2 | 1 | 23 | 1
CCc1ccc(C(=O)COC(=O)c2ccccc2OC)cc1 | -7 | 5 | 9 | 0.0 | -5 | -2 | 1 | 5 | 1
COc1ccc(NC(=O)NN2CCN(C)CC2)c(OC)c1 | -3 | -6 | 16 | 0.0 | 4 | 3 | 0 | -9 | 10
CCOC(=O)CCCn1ncn2c(cc3occc32)c1=O | -8 | -1 | 14 | 0.5 | -12 | 7 | -1 | 3 | 0
O=C(O)CSc1nnc(-c2ccncc2)n1-c1ccc(Cl)cc1 | 3 | 4 | -7 | 0.5 | 22 | 3 | 1 | -8 | 0
O=[N+]([O-])c1ccc(COc2cccc(CN3CCOCC3)c2)cc1 | 0 | 2 | 2 | 3.5 | -4 | -2 | 5 | 7 | -7
COc1ccc(N2C(=O)c3ccccc3S2(=O)=O)cc1 | -4 | -5 | 18 | 8.8 | -8 | 2 | 1 | -5 | -7
O=C(Cn1nc2sc3ccccc3n2c(=O)c1=O)c1cccs1 | 6 | 1 | 1 | 0.2 | -6 | 3 | 0 | -4 | -6

A draw from above in order of heavy-atom count, ascending.
SMILES | M5 ag | CHRM4 antagonist | M1 PAM parental | M1 ag parental | CHO-K1 Ca antag | CHRM5 PAM | M4 ag | M5 antag | CHRM4 PAM
CCOC(=O)CCCn1ncn2c(cc3occc32)c1=O | -8 | -1 | 14 | 0.5 | -12 | 7 | -1 | 3 | 0
O=C(Cn1nc2sc3ccccc3n2c(=O)c1=O)c1cccs1 | 6 | 1 | 1 | 0.2 | -6 | 3 | 0 | -4 | -6
O=[N+]([O-])c1ccc(COc2cccc(CN3CCOCC3)c2)cc1 | 0 | 2 | 2 | 3.5 | -4 | -2 | 5 | 7 | -7

Next section.
SMILES | M5 ag | CHRM4 antagonist | M1 PAM parental | M1 ag parental | CHO-K1 Ca antag | CHRM5 PAM | M4 ag | M5 antag | CHRM4 PAM
CCOC(=O)Nc1csnn1 | 1 | -1 | -5 | 0.5 | -7 | -2 | 0 | 2 | -2
O=C(c1ccc(=O)[nH]c1)N1CCCc2ccccc21 | -1 | -16 | 8 | 1.0 | -6 | 2 | 1 | 6 | 7
Cc1cc(C)n(C2CCCCC2OC(=O)c2ccccc2)n1 (centres undefined) | -5 | -5 | 9 | -0.3 | -3 | 3 | 0 | -1 | 3
Cc1cc(OC(C)C(=O)NC(Cc2c[nH]c3ccc(O)cc23)C(=O)O)c2c(C)c(C)c(=O)oc2c1 (centres undefined) | 2 | -12 | 13 | 0.0 | -6 | -2 | 1 | 7 | 5
Cc1cc(C)c2sc(NC(=O)c3ccc([N+](=O)[O-])o3)nc2c1 | -1 | -4 | 13 | 0.5 | -1 | -3 | 1 | 0 | 8
Cc1ccnc(NC(=O)c2ccc3c(c2)C(=O)N(CC2CCCO2)C3=O)c1 (centres undefined) | 1 | 1 | 12 | 1.0 | -12 | 3 | 2 | 9 | 4
O=C(CCCC(=O)OCC(F)(F)C(F)F)Nc1nccs1 | 5 | 5 | 5 | 1.1 | -15 | -8 | 2 | 1 | 9
CCOC(=O)c1cnc(SCC(=O)Nc2cc(OC)ccc2OC)nc1N | 0 | 7 | 9 | 6.7 | 3 | -1 | 6 | 5 | 8
CC(C)(C)OC(=O)N1CCC[C@@H]1C(=O)N1CCC(C(=O)O)CC1 | 2 | 14 | -1 | -0.1 | 10 | 5 | 0 | -1 | 6
Cn1c(=O)oc2cc(S(=O)(=O)NCCc3ccccc3)ccc21 | -1 | -5 | 14 | 0.7 | 3 | -1 | 2 | 1 | 2
Cc1csc(NC(=O)CSC2=NS(=O)(=O)c3cc(F)ccc3N2)n1 | 1 | -17 | -5 | 0.0 | 2 | -3 | 0 | -1 | 9
CNS(=O)(=O)c1cc(OC)c(OC)cc1CC(=O)OC | -2 | 2 | 12 | 0.7 | -5 | 1 | 3 | 3 | 7
CC1CCCCN1C(=O)/C(=C\c1ccccc1)c1ccccc1 (centres undefined) | -6 | -7 | 25 | 2.5 | -15 | 0 | -2 | -4 | -5
O=C(N/C(=C\c1ccc(Br)cc1)c1nc2ccccc2[nH]1)c1ccco1 | 2 | 0 | 14 | 1.4 | -3 | 3 | 3 | 5 | 1
CCOc1ccc(NC(=O)N2CCC(C(N)=O)(N3CCCCC3)CC2)cc1 | 1 | 7 | 10 | 0.2 | 1 | 6 | 1 | -6 | 3
CN(C(=O)CSc1n[nH]c(=O)[nH]c1=O)c1ccccc1 | 1 | -5 | -11 | -0.1 | 9 | -20 | 2 | 18 | 19
CCOc1ccc(CCN2CN(C3CCCCC3)CNC2=S)cc1OCC | -5 | -10 | 16 | 0.2 | -9 | 7 | 1 | 0 | 17
O=C(N/N=C/c1ccncc1)c1cc2ccccc2cc1O | -1 | 9 | -5 | 1.5 | 0 | -5 | 3 | 19 | -4
COc1cccc(CN2CC(C(=O)NCCCn3ccnc3C)CCC2=O)c1 (centres undefined) | -2 | 3 | 6 | 1.3 | -8 | -1 | 0 | 1 | -3
O=C(O)C1(S(=O)(=O)c2ccc(Cl)cc2)CCC1 | -3 | -5 | 9 | -0.5 | -6 | 1 | 1 | 10 | 5
COc1ccc(-c2cc(C(=O)NCC(c3ccco3)N(C)C)c3ccccc3n2)cc1OC (centres undefined) | 1 | -9 | -2 | 3.0 | 2 | -7 | 13 | 4 | -4
CCc1ccc(C2=NN(C(=O)CCC(=O)O)C(c3cccs3)C2)cc1 (centres undefined) | 0 | 6 | 12 | 0.3 | 1 | 3 | 0 | 7 | -6
COc1cc(OC)cc(-c2c(-c3cccs3)c3cc(-c4ccc5c(c4)OCCO5)ccc3n2C)c1 | -1 | -9 | -5 | 0.2 | -6 | -7 | 1 | 5 | 3
O=C(O)CNS(=O)(=O)c1cccc2nsnc12 | -1 | 0 | 24 | 1.0 | -6 | 4 | 0 | -2 | 8
Cc1ccnc2nc(C(=O)NCc3ccccc3)nn12 | -2 | 8 | 7 | 3.7 | 5 | 0 | 1 | 8 | 1
c1ccc2c(COn3nnc4ccccc43)cccc2c1 | -3 | -6 | 10 | -0.1 | -18 | 0 | -2 | -1 | 4
CCCN(CCC)Cc1c(C(=O)N/N=C/c2ccc(C)o2)nnn1-c1nonc1N | -4 | 2 | 6 | 1.0 | -14 | 6 | 0 | 7 | -2
COc1ccc2sc(-c3ccc(N(C)C)cc3)c(C#CC(C)(C)O)c2c1 | -8 | 2 | -8 | -0.7 | -7 | -7 | -2 | 11 | -8
CCCc1cc(N2CCOCC2)n2nc(C)c(-c3ccccc3)c2n1 | 1 | 0 | 3 | 0.5 | -7 | -1 | 0 | 1 | -2
O=C(NCc1cccs1)C(=O)NCC(c1ccco1)N1CCN(c2ccc(F)cc2)CC1 (centres undefined) | 2 | -6 | 2 | 2.9 | 0 | 2 | 8 | 10 | -7
